Screens: PubChem, several laboratories
RBBP9 inhibitor: human RBBP9 inhibitors, primary screen, biochemical, fluorescence polarization, FP-Rh probe, HTS. Serine hydrolase RBBP9 (Homo sapiens), O75884. recombinant RBBP9. inhibition, % at 7.94 µM. 220,000 tested, 0.2% active;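 active = inhibition above the campaign mean of all tested compounds plus 3 SD, cut at about 14% in these data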;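 also: plate controls were DMSO wells with RBBP9 for no effect and wells lacking RBBP9 protein for full effect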
Target sequence (O75884 whole entry, looked up): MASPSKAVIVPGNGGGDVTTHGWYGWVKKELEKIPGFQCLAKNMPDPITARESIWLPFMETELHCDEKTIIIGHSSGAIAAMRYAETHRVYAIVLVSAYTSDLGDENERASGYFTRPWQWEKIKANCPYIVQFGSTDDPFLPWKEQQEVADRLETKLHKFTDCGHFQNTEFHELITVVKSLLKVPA
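Test system: recombinant human RBBP9; Timing: 30 min then 45 min, 25 °C; Detection: fluorescence polarization; Control set: RBBP9 with DMSO as uninhibited control, no-protein wells as full inhibition; Compound dosing: one concentration, 7.94 µM nominal, 0.794% DMSO; Probe or stimulus: FP-Rh activity-based probe, 375 nM before mixing.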
Ba/F3 V617F tox: reduced viability of JAK2V617F-dependent Ba/F3 cells, primary screen, JAK2V617F inhibitor project, cell-based, Ba/F3 EpoR-JAK2V617F, luminescence. ATP luminescence. inhibition, % at 5.6 µM. 220,000 tested, 1.1% active. AID 1446, 2008;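 active = inhibition above the campaign mean plus 3 SD over all tested compounds, cut at about 24% in these data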;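 also: cytokine-independent growth of Ba/F3 cells driven by EpoR plus mutant JAK2; 0% = DMSO-treated cells and 100% = JAK inhibitor I control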
CHOP inhibitor: inhibitors of CHOP promoter induction, primary screen, cell-based, unfolded protein response, luciferase reporter; CHO-K1 CHOP-promoter luciferase, tunicamycin-induced, 15-18 h; inhibition, % at 10 µM; 220,000 tested, 3.8% active;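 active = compounds that reduced the stress-induced luciferase reporter signal by more than about 70% of percent inhibition, limit read from the data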;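 also: 0% = tunicamycin plus vehicle and 100% = wells without tunicamycin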
Wee1 stabilizer: Wee1 degradation inhibitors, primary screen, cell-based, HeLa, Wee1K328M-luciferase, luminescence. Wee1-like protein kinase (Homo sapiens), P30291. HeLa Luc-Wee1K328M stability; 100% = proteasome inhibitor MG132 effect. reporter increase, % at 5 µM. 220,000 tested, 1.2% active. AID 1321, 2008;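 active = activation above the mean of all tested compounds plus 3 SD, set per screening run, cut at about 8.8% in these data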;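 also: cells exposed to compound for 20 h before luminescence read; 0% = DMSO alone and 100% = MG132 at 30 µM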
TRPML3 ag: human TRPML3 channel agonists, primary screen, cell-based, HEK293 TRPML3-YFP, Fluo-8 calcium fluorescence, 3 µM; 100% = the carbachol control signal; 220,000 tested, 0.29% active; AID 1448, 2008; Mucolipin-3 (Homo sapiens), Q8TDD5; activation, % at 3 µM;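 active = activation above its plate's cutoff, the mean activation of the plate's test wells plus 3 SD, cut at about 12% in these data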;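 also: 0% = DMSO only wells and 100% = carbachol wells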
Target sequence (Q8TDD5 whole entry, looked up): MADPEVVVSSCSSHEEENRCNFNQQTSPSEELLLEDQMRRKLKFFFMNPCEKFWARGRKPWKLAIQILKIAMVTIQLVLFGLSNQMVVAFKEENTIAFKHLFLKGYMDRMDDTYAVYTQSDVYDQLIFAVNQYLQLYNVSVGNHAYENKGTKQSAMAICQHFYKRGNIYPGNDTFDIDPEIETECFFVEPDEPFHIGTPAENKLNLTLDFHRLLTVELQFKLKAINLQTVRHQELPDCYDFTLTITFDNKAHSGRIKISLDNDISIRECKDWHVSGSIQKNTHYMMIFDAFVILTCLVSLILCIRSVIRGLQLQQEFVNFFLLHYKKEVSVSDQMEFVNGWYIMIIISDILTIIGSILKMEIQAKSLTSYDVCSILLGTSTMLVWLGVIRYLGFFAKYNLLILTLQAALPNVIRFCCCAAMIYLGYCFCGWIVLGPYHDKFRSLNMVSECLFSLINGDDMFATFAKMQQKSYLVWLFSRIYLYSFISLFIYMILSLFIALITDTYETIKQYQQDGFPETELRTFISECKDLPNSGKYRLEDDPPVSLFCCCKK
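Test system: HEK293 cells stably carrying human TRPML3-YFP; Doses: single dose, 3 µM final nominal compound, 0.3% DMSO final; Schedule: dye loading 1 h 37 °C then 30 min ambient, 125 s read; Technique: Fluo-8 calcium fluorescence; Benchmarks: high control carbachol 87 µM, low control DMSO.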
PPC-1+TRAIL kill: compounds killing PPC-1 cancer cells with TRAIL present, primary screen, TRAIL potentiator project, ATPLite luminescence, uHTS | cell killing (% activity), % at 4 µM | 220,000 tested, 0.41% active | PPC-1 cells + TRAIL, ATPLite viability luminescence;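 active = cell killing above 50% in the first pass at 4 µM, then a duplicate retest at 5 µM averaging 50% or more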;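 also: plate controls were cells with TRAIL plus DMSO for no effect and medium-only wells lacking cells for full effect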
TNF death inh: inhibitors of TNF-alpha triggered necroptosis, primary screen, cell-based, Jurkat FADD-/-, single concentration. 220,000 tested, 0.068% active. activation (protection from cell death), % at 10 µM. Jurkat FADD-/- TNF necroptosis rescue, ATP luminescence, 24 h; 0 = TNF only, 100 = no-TNF cells;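 active = activation, meaning protection from cell death, of at least 50% relative to plate controls; inactive = activation below 50%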;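 also: necroptosis triggered by 40 ng/mL TNF-alpha added together with compound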
BaF3 tox: parental Ba/F3 cell viability inhibition, counter-screen for JAK2V617F inhibitor project, murine pro-B, CellTiter-Glo luminescence; 220,000 tested, 1.1% active; inhibition, % at 5.6 µM; CellTiter-Glo ATP luminescence;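 active = inhibition above a per-campaign cutoff, the mean inhibition of all tested compounds plus 3 SD, cut at about 27% in these data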;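 also: 0% = DMSO wells and 100% = JAK Inhibitor I control wells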
TRPN1 ag: zebrafish TRPN1 channel agonists, primary screen, cell-based, HEK293, calcium fluorescence; 220,000 tested, 0.18% active; HEK293 zebrafish TRPN1-YFP, Fluo-8 calcium fluorescence; 100% = response to 87 µM carbachol; activation, % at 3 µM; AID 1424, 2008;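 active = activation above its plate's cutoff, the mean activation of test wells on that plate plus 3 SD, cut at about 19% in these data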;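 also: 0% = DMSO alone and 100% = 87 µM carbachol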
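Material – zebrafish TRPN1-YFP in HEK293 cells · Doses – 3 µM single point · Schedule – dye 1 h 37 °C plus 30 min RT · Signal – Fluo-8 calcium fluorescence, excitation 470-495 nm, emission 515-575 nm · Read-out – % activation versus carbachol response · Control set – carbachol high, DMSO low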
The depositor's hits bear a star; . = not tested or not shown.

Every second line gives: Ba/F3 V617F tox	BaF3 tox	CHOP inhibitor	PPC-1+TRAIL kill	TRPML3 ag	Wee1 stabilizer	TNF death inh	RBBP9 inhibitor	TRPN1 ag
O=C(Cc1ccccc1)Nc1ccccc1C(=O)O
    -3	4	-22	14	-0.9	2	1.2	-4	-1.0
O=C(Nc1ccc2c(c1)C(=O)OC2)c1ccc(F)cc1F
    -5	4	-2	8	-0.7	4	0.0	6	-0.5
Fc1ccc(Nc2nc(-c3ccncc3)cs2)cc1
    1	4	12	-4	1.0	1	0.8	3	-0.2
Cc1ccc(C(=O)NCC(=O)OCC(=O)c2cc(C)n(Cc3ccco3)c2C)cc1
    4	7	15	3	-0.6	2	-2.7	-9	-1.7
CN(C)C(=O)CSc1nnc(Cc2ccccc2)n1Cc1ccco1
    -1	2	20	16	0.6	1	0.0	-9	-1.2
COCCCN1C(=O)C(O)=C(C(=O)c2ccco2)C1c1ccccc1 (configuration not stated)
    -1	3	12	37	0.5	-2	1.4	-2	0.9
C=CCNC(=S)N/N=C/c1ccc(C(C)(C)C)cc1
    2	8	95*	11	-1.0	1	-1.9	-5	-1.8
Cc1ccccc1C1C(C#N)=C2N=C(N)c3c(sc4c3CCCCC4)N2C2=C1C(=O)CC(C)(C)C2 (configuration not stated)
    0	6	33	6	1.6	-2	-13	5	1.8
O=C1CNC(=S)N1CCc1ccc(O)c(O)c1
    -1	1	-7	7	0.1	-3	-7.5	-3	2.0
COCCn1c(CN2CCN(c3cccc(Cl)c3)CC2)nc2c1c(=O)n(C)c(=O)n2C
    5	11	36	16	0.4	0	-4.4	-1	1.5
CC(=O)c1cccc(NC(=O)N2C3CCC2CC(NC(=O)C2CC2)C3)c1 (configuration not stated)
    2	0	11	8	0.0	6	0.4	-10	-0.1
N#Cc1c(NC(=O)COC(=O)C2CC3C=CC2C3)oc(-c2ccccc2)c1-c1ccccc1 (configuration not stated)
    2	6	18	7	0.5	-2	1.3	-3	0.7
Cc1ccc2cccc(OCC(=O)c3cc(C)n(Cc4ccco4)c3C)c2n1
    -5	-3	-15	-10	0.7	-2	1.2	-1	-2.1
COc1ccc(C(=O)OCC(=O)NC(=O)CCSc2ccccc2)cc1
    2	9	18	11	0.5	-5	-0.2	-4	-0.1
N#CCc1ccc(NC(=O)Nc2cccc(Cl)c2)cc1
    -3	5	43	26	6.7	4	2.0	-12	7.8
NS(=O)(=O)c1ccc(NC(=S)Nc2ccc(F)c(F)c2)cc1
    1	5	10	20	0.8	0	1.2	-8	-0.1
CCc1ccccc1NC(=O)CC1CS(=O)(=O)CC1CC(=O)Nc1ccccc1CC (configuration not stated)
    -4	0	25	20	-0.4	0	1.1	-2	0.5
CCCCC(=O)Nc1ccc2c3c(cccc13)CC2
    -2	7	14	-2	-0.6	-5	1.9	-3	-3.1
CC1CCN(Cc2ccc(-c3nnn(CC(=O)NC4CCCCC4)n3)cc2)CC1
    -3	2	9	13	0.5	0	2.6	-6	2.2
Cc1ccc(C(=O)O)cc1N1CCCC1=O
    -1	2	-23	-16	0.9	-2	0.4	-5	0.8
Nc1c(C(=O)NCc2ccco2)c2nc3ccccc3nc2n1CCc1ccc(F)cc1
    2	2	59	23	0.5	0	-3.1	-11	0.5
COc1ccc(OC)c(NC(=O)COC(=O)CN(C)S(=O)(=O)c2ccc(C)cc2)c1
    -2	4	5	7	0.4	2	1.3	-6	-0.6
Cc1cnccc1CN(C)Cc1cn(C)nc1-c1cccc(Cl)c1
    4	4	16	18	-0.7	0	-0.8	-5	-1.8
CCNC(=S)N(Cc1ccco1)Cc1cc2cc(OCC)ccc2[nH]c1=O
    0	5	13	17	-0.9	-2	0.5	3	-2.1
CCOCCCNC(=O)c1ccc(N(C)S(=O)(=O)c2ccc(OC)cc2)cc1
    -4	-1	-16	15	0.3	3	0.8	-2	-1.4
Cn1c(=O)n(C)c2cc(/C=N/N=C3/NC(=O)C(CC(=O)O)S3)ccc21 (configuration not stated)
    0	-3	-11	9	0.7	-5	-0.2	-3	-1.2
Cc1ccccc1N=C(NOCc1ccc(Cl)cc1Cl)c1nonc1N
    -1	4	85*	9	0.0	1	0.6	-14	-0.8
CCS(=O)(=O)c1c([N+](=O)[O-])ncn1C
    6	7	-39	31	0.6	2	-15	-10	-0.4
CN(C)CCCN(C(=O)c1sc2ccccc2c1Cl)c1nc2c(F)cccc2s1
    -1	6	32	5	1.7	1	4.2	6	2.6
O=C(c1ccc(F)cc1)c1cc2ccccc2o1
    1	3	46	-2	-1.0	2	-0.6	-4	-1.4

4 entries picked at random from the list so far:
Every second line gives: Ba/F3 V617F tox	BaF3 tox	CHOP inhibitor	PPC-1+TRAIL kill	TRPML3 ag	Wee1 stabilizer	TNF death inh	RBBP9 inhibitor	TRPN1 ag
CC(=O)c1cccc(NC(=O)N2C3CCC2CC(NC(=O)C2CC2)C3)c1 (configuration not stated)
    2	0	11	8	0.0	6	0.4	-10	-0.1
C=CCNC(=S)N/N=C/c1ccc(C(C)(C)C)cc1
    2	8	95*	11	-1.0	1	-1.9	-5	-1.8
Nc1c(C(=O)NCc2ccco2)c2nc3ccccc3nc2n1CCc1ccc(F)cc1
    2	2	59	23	0.5	0	-3.1	-11	0.5
CCOCCCNC(=O)c1ccc(N(C)S(=O)(=O)c2ccc(OC)cc2)cc1
    -4	-1	-16	15	0.3	3	0.8	-2	-1.4

(more compounds)
Every second line gives: Ba/F3 V617F tox	BaF3 tox	CHOP inhibitor	PPC-1+TRAIL kill	TRPML3 ag	Wee1 stabilizer	TNF death inh	RBBP9 inhibitor	TRPN1 ag
COc1ccc(N(C(=O)c2ccco2)C(C(=O)NC2CCCC2)c2cccs2)cc1 (configuration not stated)
    1	6	-10	13	-0.2	5	-1.0	-3	-1.1
c1ccc2c(c1)[nH]c1nc(SCCN3CCOCC3)nnc12
    -2	5	5	30	0.3	-1	-1.0	0	0.7
CN(c1ccc(C(=O)NCCSCc2ccco2)cc1)S(C)(=O)=O
    1	7	7	28	0.6	0	-1.4	-3	2.0
COc1cc(OC)c(-n2cc(-c3ccc(Cl)cc3)[nH]c2=O)cc1Cl
    -2	2	16	3	12*	-5	3.4	-6	33*
O=C(NN=C1CCCC1)c1sc2ccccc2c1Cl
    0	0	-18	-5	1.4	3	0.2	-9	1.2
COc1ccccc1OCc1ccc(C(=O)N2CCN(C)CC2)o1
    -1	1	18	6	0.5	0	1.2	-6	-1.3
CC(C)(C)NC(=S)NNC(=O)c1ccc2ncccc2c1
    1	6	-2	-4	0.4	4	-1.1	6	0.5
O=c1c2ccccc2ncn1-c1ccc2c(c1)OCCO2
    1	1	-3	16	0.4	-1	-1.5	3	1.4
CC1Cc2ccccc2N1C(=O)C12CCC(C)(C(=O)C1)C2(C)C (configuration not stated)
    -2	1	26	29	-1.3	-3	0.1	8	0.1
CSc1ncc(Cl)c(C(=O)NCc2ccc3c(c2)OCO3)n1
    -2	2	39	19	-1.0	1	0.8	4	-1.4
O=C(c1cc2cc([N+](=O)[O-])ccc2oc1=O)n1cccn1
    -4	-2	19	8	0.9	-2	-0.1	2	2.0
Cn1nnc(NC(=S)NC(=O)Cc2ccccc2)n1
    2	0	-4	-5	0.5	-3	-0.5	-9	0.1
COc1ccccc1NC(=O)C(C/C=C(\C)Cl)C(C)=O (configuration not stated)
    -1	-1	-51	12	-1.1	-1	0.2	-4	-1.9
CN1CCc2c(sc3nc(NN)n(Cc4ccccc4)c(=O)c23)C1
    14	4	-4	2	-0.3	-3	-5.9	-4	1.7
CCc1c(C)sc(NC(=O)CCc2ccc(OC)cc2)c1C(N)=O
    -6	0	25	25	-0.4	3	2.1	0	-1.3
C/C(=N\Nc1cc(-c2ccccc2)nc(-c2ccc(Br)cc2)n1)c1cccc(N)c1
    -1	6	.	.	0.2	2	-7.4	-12	-0.1
CC(C)(C(=O)c1ccccc1)/[N+]([O-])=C/c1ccc(F)cc1
    -2	9	.	.	-0.4	8	-2.0	-2	1.7
CSc1nc2ccsc2c(=O)n1-c1ccccn1
    0	0	24	6	0.3	0	-0.9	-6	1.2
Cc1nn2c(nc1=O)SCC(c1ccccc1)=N2
    8	8	18	10	0.4	-1	-0.6	-3	0.1
Cc1cc(=O)oc(C)c1C(=O)OC(C(=O)c1ccccc1)c1ccccc1 (configuration not stated)
    0	8	21	18	-0.5	0	-2.6	-8	-1.0
COc1ccc(CCNC(=O)C2CCCN(c3ncccn3)C2)cc1 (configuration not stated)
    2	6	-3	14	0.1	1	0.5	-11	-1.4
O=S(=O)(/N=C(/Sc1ccccc1)c1ccccc1)c1ccccc1
    1	2	112*	-18	0.2	-1	-1.7	-1	-1.2
Cc1csc(NC(=O)c2cc3c(C)nn(Cc4ccccc4Cl)c3s2)n1
    36*	10	28	15	-0.1	-1	-2.6	-11	-0.3
CN(Cc1ccccc1)C(=O)c1ccccc1NC(=O)c1ccco1
    -3	2	19	34	0.6	3	-0.4	-6	-0.6
CCC(=O)Nc1nc(CC(=O)Nc2ccccc2)cs1
    -1	5	-28	40	0.8	-1	-2.0	9	1.5
Cc1cc(Oc2ccc(=O)[nH]n2)nc(Cl)n1
    -4	-2	-13	-2	0.0	2	-0.5	-3	-0.6
Nc1cc(N2CCOCC2)c(Cl)cc1[N+](=O)[O-]
    -4	7	10	-5	1.2	2	0.0	-7	0.8

In the list so far, these have a tert-butyl group:
Every second line gives: Ba/F3 V617F tox	BaF3 tox	CHOP inhibitor	PPC-1+TRAIL kill	TRPML3 ag	Wee1 stabilizer	TNF death inh	RBBP9 inhibitor	TRPN1 ag
C=CCNC(=S)N/N=C/c1ccc(C(C)(C)C)cc1
    2	8	95*	11	-1.0	1	-1.9	-5	-1.8
CC(C)(C)NC(=S)NNC(=O)c1ccc2ncccc2c1
    1	6	-2	-4	0.4	4	-1.1	6	0.5
